mcGAS RapidFire: inhibitors of mouse cGAS; Q8C6L5; recombinant mouse cGAS, cGAMP by RapidFire MS; inhibition, % at 12.5 µM; 130,000 compounds, 0.18% hits; AID 1259397;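 active = inhibition of cGAS enzyme activity at or above 60%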;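 note: enzyme stimulated by 45 bp dsDNA with ATP and GTP substrates; cGAMP share of summed cGAMP plus half ATP and half GTP signals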
Target sequence (Q8C6L5 whole entry, looked up): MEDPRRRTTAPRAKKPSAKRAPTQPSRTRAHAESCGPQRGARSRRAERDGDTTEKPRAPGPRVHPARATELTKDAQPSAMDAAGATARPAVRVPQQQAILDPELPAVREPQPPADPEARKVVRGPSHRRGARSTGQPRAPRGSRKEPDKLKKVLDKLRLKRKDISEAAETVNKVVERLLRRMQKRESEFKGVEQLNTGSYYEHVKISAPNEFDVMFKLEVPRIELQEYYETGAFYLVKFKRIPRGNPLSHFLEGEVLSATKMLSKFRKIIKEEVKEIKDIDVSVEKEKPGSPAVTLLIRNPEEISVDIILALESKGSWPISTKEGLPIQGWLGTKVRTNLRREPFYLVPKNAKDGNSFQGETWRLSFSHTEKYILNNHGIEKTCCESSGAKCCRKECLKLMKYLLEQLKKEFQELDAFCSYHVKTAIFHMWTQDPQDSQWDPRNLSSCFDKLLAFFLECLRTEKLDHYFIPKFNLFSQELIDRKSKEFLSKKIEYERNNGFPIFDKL
The depositor's hits bear a star; & = joins results of further samples. Only part of the results is shown; the hit share may differ from the screen's.

Sample of the layout:
SMILES	mcGAS RapidFire
O=C(NCc1ccccc1)c1cnc(N2CCN(Cc3ccccc3)C2=O)s1	-8
N#Cc1c(SCc2ccccc2)nc2c(c1-c1cccs1)CCCC2	0

The list itself, from the first entry:
SMILES	mcGAS RapidFire
O=C(NCc1ccccc1)c1cnc(N2CCN(Cc3ccccc3)C2=O)s1	-8
N#Cc1c(SCc2ccccc2)nc2c(c1-c1cccs1)CCCC2	0
Cc1cc(C)n2nc(CC(=O)N3CCCC3Cn3cccn3)nc2n1 (stereo not drawn)	-7
O=C(N[C@@H]1CCC[C@H]1OCc1ccccc1)c1cc2n(n1)CCCNC2	-12
CCCCCOc1ccc(C(=O)N2CCC(O)(c3ccc(Cl)cc3)CC2)cc1OCCCCC	-1
CC(=O)OCC(=O)[C@H]1CCC2C3CCC4=CC(=O)CC[C@]4(C)C3CC[C@@]21C (stereo partly drawn)	-12
O=C(C1CCCCO1)N1CCn2nc(-c3nc4ccc(F)cc4[nH]3)cc2C1 (stereo not drawn)	6
Cc1noc(C)c1S(=O)(=O)NC1CCCc2c1cnn2C (stereo not drawn)	3
Cc1nc(CN2CCN(C(=O)c3ccccc3C3CCNC3)CC2)no1 (stereo not drawn)	-6
CCC(NC(=O)Cc1ccon1)c1ccccc1Br (stereo not drawn)	-9

Random excerpt: 7 compounds from above.
SMILES	mcGAS RapidFire
Cc1noc(C)c1S(=O)(=O)NC1CCCc2c1cnn2C (stereo not drawn)	3
Cc1nc(CN2CCN(C(=O)c3ccccc3C3CCNC3)CC2)no1 (stereo not drawn)	-6
Cc1cc(C)n2nc(CC(=O)N3CCCC3Cn3cccn3)nc2n1 (stereo not drawn)	-7
CC(=O)OCC(=O)[C@H]1CCC2C3CCC4=CC(=O)CC[C@]4(C)C3CC[C@@]21C (stereo partly drawn)	-12
O=C(NCc1ccccc1)c1cnc(N2CCN(Cc3ccccc3)C2=O)s1	-8
CCC(NC(=O)Cc1ccon1)c1ccccc1Br (stereo not drawn)	-9
CCCCCOc1ccc(C(=O)N2CCC(O)(c3ccc(Cl)cc3)CC2)cc1OCCCCC	-1

(more compounds)
SMILES	mcGAS RapidFire
Cc1nonc1C1CCCN1C(=O)c1cn(-c2ccccc2)nn1 (stereo not drawn)	-26
COc1ccc(-c2nc(C)c(-c3ccc(SCC(=O)Nc4nc(C)cs4)nn3)s2)cc1	-23
CCCc1nc(CNC(=O)Cc2cc(C)no2)cs1	-2
C=CCn1c(=O)c2c(nc3n2CC(C)CN3c2ccc(F)cc2)n(C)c1=O (stereo not drawn)	-6
CC(=O)NC(C)c1ccc(-n2cnc3c(C)ncnc32)cc1 (stereo not drawn)	-7
CCCc1[nH]n(-c2ccc([N+](=O)[O-])cc2)c(=O)c1C=NCCc1ccc(S(N)(=O)=O)cc1	-4
COc1cccc(CN2CCC(C(=O)Nc3cccc(-c4cccc(F)c4)c3)CC2)c1OC	-8
Cc1nnc2n1CC(CNCc1ccc(N3CCCCC3)cc1)CC2 (stereo not drawn)	-3
CCN(Cc1cc(=O)n2nc(C)sc2n1)C(C)c1cc2ccccc2o1 (stereo not drawn)	0
COCCN(CC(=O)N(C)C)C(=O)C1(c2cccc(F)c2)CCC1	-26
O=c1c(-c2ccc(O)cc2)coc2cc(O)ccc12	-4
Cc1ccc(-c2nnc(SCC(=O)N(C)C3CCCCC3)o2)cc1	-1
CN1C(CCl)Nc2cc(Cl)c(S(N)(=O)=O)cc2S1(=O)=O (stereo not drawn)	-6
COc1ccc2oc(=Nc3cccc(C(N)=O)c3)c(C(N)=O)cc2c1	-8
CN(C(=O)OC(C)(C)C)C1CCN(CC(F)(F)F)C1=O (stereo not drawn)	-2
COCCn1cc(NC(=O)N2CCCCC2)c2ccccc21	-6
O=C(Nc1ccccn1)c1ccc(N2CCCCCC2)nc1	-7
Cc1cc2nc(Sc3nnc(C)n3C)c3ccccc3n2n1	-4
CC(OC(=O)c1ccc(-n2cccc2)cc1)C(=O)N(C)c1ccccc1 (stereo not drawn)	-2
C/C(=C\c1ccccc1)CN1CCCC(N2CCN(c3ccccc3F)CC2)C1 (stereo not drawn)	-6
O=S(=O)(Nc1cccnc1)c1ccc(Oc2ccccc2Cl)cc1	-11
Brc1ccc(-n2cnnn2)c2ncccc12	-4
C=CCC(O)(CC=C)C(C)NC(=O)CCC1(CC)CCC(=O)N1 (stereo not drawn)	-5
Cc1ccc(-n2nnc3c(=O)n(CC(=O)Nc4ccccc4C)cnc32)cc1	4
CC1(COC(=O)c2ccc(-n3cccc3)cc2)COC1	-1
O=C1c2ccccc2NC(C2=Cc3ccccc3OC2)N1Cc1ccco1 (stereo not drawn)	4
Cc1cc(NC(=O)Nc2ccc(N(C)C)cc2C)n(C)n1	-13
CCOC(=O)c1cnn(-c2cccc(NC(=O)NC3CCN4CCCCC34)c2)c1C (stereo not drawn)	-8
CS(=O)(=O)N1CCN(CN2C(=O)C(=O)c3c(Cl)ccc(F)c32)CC1	-4
COc1cc(OC)c(OC)cc1CNC(=O)N1CCCN(C2CC2)CC1	7
Cc1ccc(C(=O)CSc2ncc(C(=O)Nc3ccccc3)c(=O)n2C)cc1	-1
CC(C)(C)c1ccc(-c2nc(-c3nonc3N)no2)cc1	-5
C=CCN(Cc1ccccc1C)C(=O)Cc1nc(C)sc1C	-2
Cc1nccc(-c2ccccc2)c1C(=O)N1CC(c2cccnc2)C1	-7
CC1CCCC(NC(=O)NCc2ccccc2-n2ccnc2)C1C (stereo not drawn)	-10
COC(=O)c1sccc1NS(=O)(=O)c1ccc(NC(C)=O)cc1	48
O=C(CCCc1cccs1)N1CCN(S(=O)(=O)c2cc(F)ccc2F)CC1	-3
CNC(=O)c1cc(NC(=O)NC(C)c2cn(C)nc2C)ccc1F (stereo not drawn)	1
CN(CC(=O)c1ccc(O)cc1)Cc1ccnc2ccccc12	-12
CCCCCn1c(=O)c2c(nc3n(CCO)c(C)cn23)n(C)c1=O	-4
COc1ccc(CCN(C)C2CCCN(C(=O)/C=C/c3ccco3)C2)cc1OC (stereo not drawn)	-4&-4
CCn1cnnc1CN(C)c1ccc(-c2nc(-c3ccccc3F)no2)cn1	-7
CC(C)c1ccc(Nc2ncnc3c2nnn3C)cc1	-7
CN(CCNc1ncc(F)c(N2CCOCC2)n1)S(C)(=O)=O	-16
O=C(Nc1nc(-c2ccccc2)cs1)c1cncc(Br)c1	-11
COCCn1cc(C(=O)NCc2ccc(F)cc2)c2n[nH]c(=O)c-2c1	-1
C=C(C)CC(Nc1ccccc1F)c1ccco1 (stereo not drawn)	-10
CCc1cc2c(SCC(=O)c3cccs3)ncnc2s1	-8
CC(=O)Nc1cc(NC(=O)c2ccc(C#N)cc2)ccc1F	-3
COCCN1C(=O)CC(NNC(=O)c2ccc(Br)s2)C1=O (stereo not drawn)	12

Next part.
SMILES	mcGAS RapidFire
Cc1ccc(NC(=O)C2(C)CCN2CCOc2ccccc2)cc1O (stereo not drawn)	-9
CC(C)Cn1c(CN2CCN(C(=O)c3ccco3)CC2)nc2c1c(=O)n(C)c(=O)n2C	-13
Cc1noc2nc(-c3ccccc3F)cc(C(=O)NCc3ccccc3F)c12	-6
c1ccc(COc2cccc(-c3nccn3Cc3cccnc3)c2)nc1	-10
O=C(Cn1ncccc1=O)Nc1ccccc1-c1ccccc1	0
CCCCC(CC)CN1CC(=O)C(c2nc(C)cs2)C1=N (stereo not drawn)	-7
CCN(CC)S(=O)(=O)c1ccc(C)c(NS(=O)(=O)c2ccc(F)c(F)c2)c1	-17
CC1(C)CC2=NN(c3ccccc3)P(=O)(N3CCCc4ccccc43)C2=C(N2CCCC2)C1 (stereo not drawn)	48
O=C1NC(=O)C2C1C1c3ccccc3C2([N+](=O)[O-])c2ccccc21 (stereo not drawn)	-23
N#CC1(C(=O)NNc2c(Cl)cc(Cl)cc2Cl)CCCC1	1

A draw from above in order of length of the SMILES, high to low:
SMILES	mcGAS RapidFire
CCN(CC)S(=O)(=O)c1ccc(C)c(NS(=O)(=O)c2ccc(F)c(F)c2)c1	-17
Cc1noc2nc(-c3ccccc3F)cc(C(=O)NCc3ccccc3F)c12	-6
N#CC1(C(=O)NNc2c(Cl)cc(Cl)cc2Cl)CCCC1	1
O=C(Cn1ncccc1=O)Nc1ccccc1-c1ccccc1	0

Next part
SMILES	mcGAS RapidFire
O=C(Cn1c(=O)oc2ccccc21)Nc1ccc(N2CCOCC2)cc1	-9
COc1ccc(-c2cnc(C(O)c3ccccc3)[nH]2)cc1 (stereo not drawn)	-6
COc1ccc(C(=O)NCc2ccnc(N3CCOCC3)c2)cc1	-3
Cc1ccc(CNC(=O)CN2CCCN(S(=O)(=O)c3ccc(F)cc3)CC2)cc1F	-6
O=c1c2nnn(-c3cccc(Cl)c3)c2ncn1Cc1ccc(F)cc1	5
CNC(=O)c1ccc(Cn2ccnc2C2CCOC(C)(C)C2)cc1 (stereo not drawn)	-24&1
CCCn1c(-c2ccccc2C)nc2c(c(=O)c3ccccc3n2C)c1=O	-8
CC(C)c1nc(C(=O)N2CCC(n3nccc3NC(=O)C3CCCC3)CC2)cs1	-6
Brc1ccc(C2=Nc3ncnn3C(c3ccc4c(c3)OCO4)C2)cc1 (stereo not drawn)	-9&0
Oc1ccc(C=C(c2nnnn2-c2ccccc2)c2nnnn2-c2ccccc2)cc1	-3
CC1CN(Cc2ccoc2)Cc2cc(Cl)ccc2O1 (stereo not drawn)	0
Cc1nc(C(=O)N2CSCC2C(=O)NCC(F)(F)F)nn1-c1ccccc1C(C)C (stereo not drawn)	0
Cc1ccc2nc(CSc3nncn3-c3ccccc3C)cn2c1	-2
O=C(CN1CCN(C(=O)c2cc(C3CC3)nn2-c2ccccc2)CC1)Nc1cccc(F)c1	-2
OC(COc1ccccc1F)Cn1cnc2ccccc21 (stereo not drawn)	-6
N#CC1C(=O)NC(c2ccc(-c3ccccc3[N+](=O)[O-])o2)N(c2ccccc2)C1=S (stereo not drawn)	-6
Cn1c(N)c(C(=O)COC(=O)CCC(=O)c2cccs2)c(=O)n(C)c1=O	-11
Cc1cc(C)n(-c2ccc(Cl)c(Cl)c2)n1	1
O=S1(=O)CCC(=NNc2ccc(C(F)(F)F)cn2)c2cc(F)ccc21	-11
COCCCN(Cc1ccsc1)Cc1ccc(C(O)(c2ccccc2)c2ccccc2)o1	-4
Cc1cc2c(SCc3nc4ccccc4[nH]3)ncnc2s1	-1
Cc1nc(NC(=O)CN2CCOC(c3ccc(F)cc3)C2)sc1C (stereo not drawn)	-11
CC(C)CNc1ncnc2c1nnn2C	-14
CCOc1ccccc1C(=O)Nn1cnc2c(cnn2-c2ccccc2)c1=O	-4
CN1CCN(Cc2cn[nH]c2C2CCCCC2)CC1C(=O)O (stereo not drawn)	5
COc1cccc(C2CCCN2C(=O)Nc2ccccc2SC)c1 (stereo not drawn)	-9
COc1ccc(NC(=O)c2ccc(-n3nc(-c4cccc(C(F)(F)F)c4)cc3N)cc2)cc1Cl	-2
C(=NCCC12CC3CC(C1)CC(CCN=Cc1ccncc1)(C3)C2)c1ccncc1	-41
Cc1ccc(C(=O)Nc2cccc(S(=O)(=O)N(C)C3CCCCC3)c2)o1	-13
Cc1ccc(C(=O)NNS(=O)(=O)c2cn[nH]c2)cc1	-3
O=C(CN1CCN(c2ccccc2Cl)CC1)NCCc1ccccc1	4
O=C(/C=C/c1ccccc1Cl)Nc1ccc(CC(=O)N2CCC(O)CC2)cc1	0
Cc1cc(NC(=O)c2cccc(F)c2)sc1C(=O)N1CCc2ccccc21	-28
CCC(=O)C1=C(c2cccc([N+](=O)[O-])c2)N(C(=O)CC)n2cnnc2S1	-25
CS(=O)(=O)N1CCN(CCNC(=O)NCc2ccc(Cl)cc2)CC1	-3
COc1ccc(CC(=O)N2CCOC(COCc3cccc(C(F)(F)F)c3)C2)cn1 (stereo not drawn)	-5
CCOC(=O)c1coc(N2CCOC(c3ccc(Cl)cc3)C2)n1 (stereo not drawn)	11
CC(C)OCC(O)Cn1c(=O)n(C)c2ccccc21 (stereo not drawn)	-6
CC(C)(C)Cc1noc2ncc(C(=O)N3CC4CC5CC(C4)CC3C5)cc12	-3
CC(C)=CC1C(C(=O)NS(=O)(=O)c2cnn(C)c2)C1(C)C (stereo not drawn)	-9
CS(=O)(=O)c1ccc(CNC(=O)c2ccoc2)cc1	-12
N#Cc1ccc(Cl)cc1N1CCC(CS(N)(=O)=O)CC1	2
CN(CCCn1cccn1)Cc1ccc2cccc(O)c2n1	-9
Cc1ccccc1COc1cccn2c(=O)c(-c3cc(C)n(C)n3)c(C)nc12	-15
CCOC(=O)C1(CCOC)CCCN(Cc2ccccn2)C1 (stereo not drawn)	-15
Cc1cc(N2CCCN(Cc3cnc(-c4ccco4)nc3)CC2)ccn1	-15
CCOC(=O)COn1c(=O)c(-c2ccc(OCC)cc2)[n+]([O-])c2ccccc21	-15
Cc1ccc(OCC(=O)N2CCC(C(=O)Nc3ccc4c(c3)OCO4)CC2)c(C)c1	-10
CCc1c(CN2CCC(N3CCCCC3)CC2)csc1C	-1
Cc1nc2ncccn2c1C(=O)NCCCc1nc2ccccc2n1C	-12

Further results:
SMILES	mcGAS RapidFire
CC(NS(=O)(=O)c1ccc(F)c(Cl)c1)c1cccnc1 (stereo not drawn)	4
CCCCn1c(=O)c2ccccc2n2c(SCC(=O)N(C)C)nnc12	-11
CC(C)CN1C(=O)c2ccccc2NC12CCN(C(=O)c1cccc(N(C)C)c1)CC2	-6
O=c1[nH]c(CNCc2ccccc2)nc2sc3c(c12)CCC3	1
O=C(COc1ccc(Cl)cc1Cl)NCc1nnc(SCC(=O)Nc2nc3ccccc3s2)n1-c1ccccc1	-4
Cc1nnc(NS(=O)(=O)c2ccc(F)cc2C)s1	17
COc1ccc2[nH]c(C(=O)NC(C)c3cnn(-c4ccccc4C)c3C)c(C)c2c1 (stereo not drawn)	-3&0
